# High-throughput results as filed in PubChem.
# TcdB GH inh – TcdB glycohydrolase inhibitors, primary screen, biochemical, single point, plate reader. Toxin B (Clostridioides difficile), P18177. TcdB glycohydrolase enzymatic assay. inhibition, % at 9.99 µM. 350,000 compounds, 0.24% hits; in the data active means inhibition above about 10%
# Target sequence (P18177 whole entry, looked up): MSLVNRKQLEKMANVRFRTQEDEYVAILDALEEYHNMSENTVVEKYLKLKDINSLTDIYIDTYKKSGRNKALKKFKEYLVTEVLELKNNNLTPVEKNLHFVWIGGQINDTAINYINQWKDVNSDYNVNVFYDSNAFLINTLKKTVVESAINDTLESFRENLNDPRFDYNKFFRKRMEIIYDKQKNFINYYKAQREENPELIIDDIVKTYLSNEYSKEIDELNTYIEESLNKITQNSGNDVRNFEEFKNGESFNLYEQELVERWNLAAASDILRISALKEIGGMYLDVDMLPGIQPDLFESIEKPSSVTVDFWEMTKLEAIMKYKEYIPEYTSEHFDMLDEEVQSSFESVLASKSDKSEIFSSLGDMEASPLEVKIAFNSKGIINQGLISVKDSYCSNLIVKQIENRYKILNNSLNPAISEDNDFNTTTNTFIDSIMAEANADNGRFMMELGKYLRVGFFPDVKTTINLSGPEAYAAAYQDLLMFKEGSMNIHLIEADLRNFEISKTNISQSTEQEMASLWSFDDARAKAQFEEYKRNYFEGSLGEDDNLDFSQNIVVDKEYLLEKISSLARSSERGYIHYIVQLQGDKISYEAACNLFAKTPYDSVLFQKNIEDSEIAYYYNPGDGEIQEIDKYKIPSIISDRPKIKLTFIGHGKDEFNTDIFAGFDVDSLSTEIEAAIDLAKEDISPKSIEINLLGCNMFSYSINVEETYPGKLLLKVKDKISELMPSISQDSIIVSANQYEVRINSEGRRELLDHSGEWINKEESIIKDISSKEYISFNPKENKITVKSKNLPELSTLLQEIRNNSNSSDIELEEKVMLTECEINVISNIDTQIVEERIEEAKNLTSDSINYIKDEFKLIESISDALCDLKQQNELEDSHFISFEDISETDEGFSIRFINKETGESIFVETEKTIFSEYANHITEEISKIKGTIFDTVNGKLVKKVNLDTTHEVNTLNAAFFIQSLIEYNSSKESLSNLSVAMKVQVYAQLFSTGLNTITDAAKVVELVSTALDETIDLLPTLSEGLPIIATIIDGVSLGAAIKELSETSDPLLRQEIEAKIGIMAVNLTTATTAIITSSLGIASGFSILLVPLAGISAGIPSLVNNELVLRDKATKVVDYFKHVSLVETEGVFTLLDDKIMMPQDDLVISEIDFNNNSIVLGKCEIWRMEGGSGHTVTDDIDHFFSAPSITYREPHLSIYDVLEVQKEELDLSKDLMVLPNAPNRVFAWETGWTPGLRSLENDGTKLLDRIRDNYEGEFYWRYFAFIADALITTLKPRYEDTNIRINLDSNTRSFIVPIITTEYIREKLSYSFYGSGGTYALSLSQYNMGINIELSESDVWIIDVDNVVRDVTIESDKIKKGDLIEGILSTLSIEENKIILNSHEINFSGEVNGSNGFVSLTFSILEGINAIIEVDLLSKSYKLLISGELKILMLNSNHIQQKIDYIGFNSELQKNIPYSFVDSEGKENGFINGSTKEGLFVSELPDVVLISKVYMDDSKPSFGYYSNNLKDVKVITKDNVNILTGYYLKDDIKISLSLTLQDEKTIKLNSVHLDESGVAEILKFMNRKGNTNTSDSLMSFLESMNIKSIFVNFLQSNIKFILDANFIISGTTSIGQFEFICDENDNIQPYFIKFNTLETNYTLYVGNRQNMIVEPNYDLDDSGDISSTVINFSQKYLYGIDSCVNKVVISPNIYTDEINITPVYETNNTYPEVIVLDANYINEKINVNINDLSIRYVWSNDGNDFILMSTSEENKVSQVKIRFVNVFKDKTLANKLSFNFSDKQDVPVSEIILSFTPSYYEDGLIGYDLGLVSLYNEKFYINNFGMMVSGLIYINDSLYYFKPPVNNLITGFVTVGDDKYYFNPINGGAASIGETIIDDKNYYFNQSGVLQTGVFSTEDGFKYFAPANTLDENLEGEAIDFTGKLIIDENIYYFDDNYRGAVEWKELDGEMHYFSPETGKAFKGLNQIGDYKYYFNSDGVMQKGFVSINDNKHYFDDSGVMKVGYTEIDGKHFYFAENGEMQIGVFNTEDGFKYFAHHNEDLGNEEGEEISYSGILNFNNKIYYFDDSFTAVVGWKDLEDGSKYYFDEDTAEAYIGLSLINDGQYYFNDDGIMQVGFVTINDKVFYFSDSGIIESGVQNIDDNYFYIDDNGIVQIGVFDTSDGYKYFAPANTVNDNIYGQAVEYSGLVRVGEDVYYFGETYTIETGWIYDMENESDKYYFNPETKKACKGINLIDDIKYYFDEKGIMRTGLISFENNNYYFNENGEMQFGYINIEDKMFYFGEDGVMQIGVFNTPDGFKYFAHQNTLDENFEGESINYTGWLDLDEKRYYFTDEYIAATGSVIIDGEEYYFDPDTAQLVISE
# An asterisk follows results filed as active. The list is partial, so the mix of outcomes need not match the whole.
smiles | TcdB GH inh
O=C(C[C@@H]1C[C@H]2c3cc(NC(=O)C4CCC4)ccc3O[C@H]2[C@@H](CO)O1)NCc1cccc(F)c1 | 1.2
CCC(=O)Nc1ccc2c(c1)C(=O)N(C)C[C@H](OC)[C@@H](C)CN(CC1CC1)[C@H](C)CO2 | 0.6
C[C@@H]1CCCCO[C@H](CN(C)Cc2ccc(C(=O)O)cc2)[C@H](C)CN([C@@H](C)CO)C(=O)c2cc(NC(=O)Nc3ccc(F)cc3)ccc2O1 | 0.2
Cc1noc(C)c1NC(=O)Nc1ccc2c(c1)C(=O)N([C@@H](C)CO)C[C@H](C)[C@@H](CN(C)C(=O)NC(C)C)O2 | -0.5
COc1ccc(NC(=O)N(C)C[C@@H]2Oc3ccc(NC(=O)CCC(F)(F)F)cc3CC(=O)N([C@@H](C)CO)C[C@@H]2C)cc1 | 0.5
COc1ccc(CN(C)C[C@H]2Oc3ccc(NC(=O)CCN4CCOCC4)cc3C(=O)N([C@@H](C)CO)C[C@@H]2C)cc1 | -0.2
C[C@H]1CN([C@@H](C)CO)S(=O)(=O)c2ccc(C3=CCCC3)cc2O[C@H]1CN(C)C(=O)Cc1ccncc1 | -3.3
CO[C@H]1CN(C)C(=O)c2ccc(NC(C)=O)cc2OC[C@@H](C)N(C(=O)CC2CC2)C[C@H]1C | 0.5
O=C(c1ccccc1F)N1CC2(C1)[C@@H](c1ccccc1)[C@@H](CO)N2CC1CCOCC1 | 0.5
O=C(c1ccc(F)cc1)N1CC(=O)N2[C@H](CO)[C@H](c3ccc(-c4ccccc4F)cc3)[C@@H]2C1 | 0.7
CN(C)CCCNC(=O)C[C@@H]1CC[C@H]2[C@@H](COc3ccc(NC(=O)c4ccc5c(c4)OCO5)cc3C(=O)N2C)O1 | 0.7
Cc1cc(C(=O)Nc2cccc3c2O[C@@H](CN(C)C(=O)Nc2c(C)noc2C)[C@H](C)CN([C@H](C)CO)C3=O)n(C)n1 | 0.7
Cn1cnc(S(=O)(=O)N2C[C@@H](O)COC[C@@H]3O[C@H](CC(=O)NCc4cc(F)cc(F)c4)CC[C@H]32)c1 | -1.2
C[C@H]1CN([C@@H](C)CO)C(=O)c2cccc(NC(=O)C3CCCCC3)c2O[C@@H]1CN(C)CC1CCCCC1 | -0.1
CCCN(C)C[C@@H]1Oc2cc(C#Cc3ccncc3)ccc2S(=O)(=O)N([C@@H](C)CO)C[C@@H]1C | 0.6
C[C@@H]1CN([C@@H](C)CO)C(=O)c2cc(N(C)C)ccc2O[C@@H](C)CCCCO[C@H]1CN(C)Cc1ccc(C(F)(F)F)cc1 | -19.6
C[C@H]1CN([C@@H](C)CO)C(=O)c2cccc(NS(C)(=O)=O)c2O[C@H]1CN(C)S(=O)(=O)c1cn(C)cn1 | -0.3
C[C@H]1CN([C@@H](C)CO)S(=O)(=O)c2ccc(-c3cccc(C(=O)N(C)C)c3)cc2O[C@H]1CN(C)Cc1ccc2c(c1)OCO2 | 1.4
C[C@@H]1CN([C@@H](C)CO)C(=O)c2cc(NC(=O)CCN3CCOCC3)ccc2O[C@@H]1CN(C)Cc1ccc(C(=O)Nc2ccccc2N)cc1 | -1.5
C[C@H](CO)N1C[C@H](C)[C@@H](CN(C)C(=O)c2ccncc2)OCc2ccccc2-c2c(n(C)c3ccccc23)C1=O | -0.2
COCC(=O)N1[C@@H](CO)[C@@H](c2ccccc2)C12CN(Cc1ccccc1)C2 | -2.9
Cc1noc(C)c1NC(=O)N(C)C[C@H]1OCCCC[C@@H](C)Oc2ccc(NC(=O)c3ccncc3)cc2C(=O)N([C@H](C)CO)C[C@@H]1C | 0.1
C[C@@H]1CN([C@H](C)CO)S(=O)(=O)c2ccc(-c3ccncc3)cc2O[C@@H]1CN(C)Cc1ccccc1 | 0.6
O=C(C[C@H]1CC[C@H](NC(=O)C2CCC2)[C@@H](CO)O1)NC1CCC1 | 0.7
O=C(Nc1ccccc1)[C@H]1[C@H](CO)[C@H]2Cn3c(cccc3=O)[C@@H]1N2C(=O)c1ccc(F)cc1 | 0.7

# (cont.)
smiles | TcdB GH inh
CCC(=O)N1CC2(C1)[C@@H](c1ccccc1)[C@@H](CO)N2Cc1ccccc1OC | -0.3
CO[C@H]1CN(C)C(=O)c2cc(NC(=O)Nc3cccc(Cl)c3)ccc2OC[C@@H](C)NC[C@H]1C | 2.7
CC(=O)N(C)C[C@H]1Oc2ncc(-c3ccc(C(=O)N(C)C)cc3)cc2C(=O)N([C@H](C)CO)C[C@H]1C | -0.5
CCCNC(=O)Nc1ccc2c(c1)C(=O)N(C)C[C@H](OC)[C@H](C)CN(C(=O)C1CCC1)[C@H](C)CO2 | -0.2
CO[C@@H]1CN(C)C(=O)c2ccc(NS(C)(=O)=O)cc2OC[C@H](C)N(CC2CC2)C[C@@H]1C | -0.9
COc1ccc(S(=O)(=O)Nc2ccc3c(c2)C(=O)N([C@H](C)CO)C[C@H](C)[C@@H](CN(C)CC2CC2)OCCCC[C@@H](C)O3)cc1 | -0.1
Cc1ccc(S(=O)(=O)N(C)C[C@H]2Oc3ccc(NC(=O)NC(C)C)cc3C(=O)N([C@H](C)CO)C[C@@H]2C)cc1 | 0.5
COc1ccc(S(=O)(=O)Nc2ccc3c(c2)C(=O)N([C@@H](C)CO)C[C@H](C)[C@H](CN(C)Cc2ccc(C(F)(F)F)cc2)OCCCC[C@H](C)O3)cc1 | 0.2
Cc1noc(C)c1S(=O)(=O)N(C)C[C@H]1OCCCC[C@H](C)Oc2ccc(NC(=O)c3ccccc3)cc2C(=O)N([C@H](C)CO)C[C@H]1C | 0.2
O=C(c1ccccn1)N1CC[C@@H]2[C@H]1c1cc(-c3ccccc3)ccc1N[C@@H]2CO | 0.0
CO[C@H]1CN(C)C(=O)c2ccc(NC(C)=O)cc2OC[C@H](C)N(C(=O)C2CC2)C[C@@H]1C | 0.1
COc1ccc(NC(=O)Nc2ccc3c(c2)C(=O)N([C@@H](C)CO)C[C@H](C)[C@@H](CN(C)C(=O)Nc2ccc(C(F)(F)F)cc2)O3)cc1 | 0.8
C[C@H](CO)N1C[C@H](C)[C@H](CN(C)C(=O)Nc2ccc(C(F)(F)F)cc2)Oc2c(NS(=O)(=O)c3cn(C)cn3)cccc2C1=O | 1.1
C[C@@H]1CCCCO[C@H](CN(C)C(=O)C2CCCCC2)[C@H](C)CN([C@H](C)CO)C(=O)c2cc(NC(=O)CCC(F)(F)F)ccc2O1 | 0.5
C[C@@H]1CN([C@H](C)CO)C(=O)c2cc(C3=CCCC3)cnc2O[C@@H]1CN(C)Cc1cccnc1 | -1.0
CCN1[C@@H]2c3ccc(-c4ccc(OC)cc4)c(=O)n3C[C@H]1[C@H](CO)[C@H]2C(=O)OC | 0.4
CO[C@@H]1CN(C)C(=O)c2ccc(NC(C)=O)cc2OC[C@@H](C)N(C(=O)Cc2cccnc2)C[C@H]1C | -2.4
C/C=C/c1cccc(-c2nc(C(=O)NCc3cccc(OC)c3)cc3c2[C@H](CCO)N([S@@](=O)C(C)(C)C)C3)c1 | -0.4
COC(=O)[C@@H]1[C@@H](CO)[C@@H]2Cn3c(ccc(-c4ccccc4)c3=O)[C@H]1N2CC1CCCC1 | -0.2
C[C@H](CO)N1C[C@H](C)[C@H](CN(C)C(=O)NC2CCCCC2)Oc2c(NS(=O)(=O)c3ccc(Cl)cc3)cccc2C1=O | -1.1
CCS(=O)(=O)N1CCCCN2[C@@H](CO)[C@@H](c3ccc(-c4ccc(C(=O)N(C)C)cc4)cc3)[C@@H]2C1 | -0.2
Cc1noc(C)c1NC(=O)Nc1ccc2c(c1)C(=O)N([C@@H](C)CO)C[C@@H](C)[C@H](CN(C)C(=O)NC1CCCCC1)OCCCC[C@H](C)O2 | 1.1
COCC(=O)Nc1ccc2c(c1)C(=O)N(C)[C@@H]1CC[C@H](CC(=O)NCCc3ccccc3)O[C@H]1CO2 | -0.2
C[C@H](CO)N1C[C@H](C)[C@H](CN(C)C(=O)Nc2ccc3c(c2)OCO3)Oc2cc(C3=CCCC3)ccc2S1(=O)=O | -4.1
Cc1noc(C)c1NC(=O)Nc1cccc2c1O[C@@H](CN(C)C)[C@@H](C)CN([C@@H](C)CO)C2=O | 0.1

# Compounds shown so far with a Cl atom:
smiles | TcdB GH inh
CO[C@H]1CN(C)C(=O)c2cc(NC(=O)Nc3cccc(Cl)c3)ccc2OC[C@@H](C)NC[C@H]1C | 2.7
C[C@H](CO)N1C[C@H](C)[C@H](CN(C)C(=O)NC2CCCCC2)Oc2c(NS(=O)(=O)c3ccc(Cl)cc3)cccc2C1=O | -1.1

# Further records follow.
smiles | TcdB GH inh
O=C(Cc1cccnc1)N1CC(=O)N2[C@H](CO)[C@@H](c3ccc(/C=C/c4ccccc4)cc3)[C@H]2C1 | 0.5
C[C@H]1CCCCO[C@@H](CN(C)C(=O)Nc2ccc(F)cc2)[C@@H](C)CN([C@@H](C)CO)C(=O)c2cc(NC(=O)c3ccncc3)ccc2O1 | 0.5
COc1ccccc1-c1ccc2c(c1)[C@H]1[C@H](CCN1S(=O)(=O)c1ccccc1)[C@@H](CO)N2 | 0.4
COC(=O)[C@@H]1[C@@H](CO)[C@@H]2Cn3c(ccc(-c4cccc(F)c4)c3=O)[C@@H]2N1C(C)=O | 0.9
C[C@H]1CN([C@@H](C)CO)C(=O)c2cc(C#CCN(C)C)cnc2O[C@@H]1CN(C)C(=O)CCN1CCCCC1 | 0.5
C[C@H](CO)N1C[C@H](C)[C@H](CN(C)C(=O)Nc2cccc3ccccc23)Oc2ccc(N(C)C)cc2CC1=O | -3.1
C[C@@H]1CN([C@@H](C)CO)C(=O)c2cc(NC(=O)c3ccccc3)ccc2O[C@@H](C)CCCCO[C@H]1CN(C)Cc1ccc(C(=O)O)cc1 | 0.8
C/C=C/c1cnc2c(c1)C(=O)N([C@H](C)CO)C[C@H](C)[C@H](CN(C)CC1CCOCC1)O2 | -0.6
C[C@H](CO)N1C[C@H](C)[C@H](CN(C)C(=O)Nc2ccc3c(c2)OCO3)OCCCC[C@H](C)Oc2ccc(NC(=O)Nc3cccc4ccccc34)cc2C1=O | -0.2
C[C@@H]1CN([C@H](C)CO)C(=O)c2cc(NC(=O)C3CCCCC3)ccc2O[C@H]1CN(C)C(=O)NC1CCCCC1 | -5.1
C[C@H]1CN([C@@H](C)CO)C(=O)Cc2cc(NC(=O)Nc3ccccc3)ccc2O[C@@H]1CN(C)S(=O)(=O)c1cn(C)cn1 | -0.4
C[C@H]1CN([C@@H](C)CO)C(=O)c2cc(-c3cccc(F)c3)cnc2O[C@@H]1CN(C)CC1CCCC1 | -0.7
CO[C@H]1CN(C)C(=O)c2cc(C#N)ccc2OC[C@H]2O[C@@H](CC[C@H]2OC)CCN(C)C(=O)[C@@H]1C | -0.7
COc1ccc(-c2ccccc2[C@H]2[C@@H](CO)N(C(=O)NC3CCCC3)[C@H]2C#N)cc1 | 0.1
C[C@H](CO)N1C[C@H](C)[C@H](CN(C)C(=O)Nc2ccccc2)Oc2ccc(NS(=O)(=O)c3ccc(Cl)cc3)cc2C1=O | -0.5
CCCNC(=O)Nc1ccc2c(c1)OC[C@H](C)N(C)C[C@H](C)[C@H](OC)CN(C)C2=O | -0.9
COc1ccccc1CN(C)C[C@H]1OCc2cn(nn2)CCCC(=O)N([C@@H](C)CO)C[C@H]1C | 0.0
C[C@H]1CN([C@@H](C)CO)C(=O)c2cc(NC(=O)CCCN(C)C)ccc2O[C@H]1CN(C)Cc1ccncc1 | -0.9
CN(C)CC(=O)N1C[C@@H]2[C@H](c3ccccc31)[C@H](CO)N2C(=O)c1ccccn1 | -9.0
C[C@H]1CN([C@@H](C)CO)C(=O)c2cc(C3=CCCCC3)cnc2O[C@H]1CN(C)Cc1ccccc1F | -0.7
O=C(Nc1ccc(F)cc1)N1CC(=O)N2[C@H](CO)[C@H](c3ccc(C#Cc4cccnc4)cc3)[C@H]2C1 | 0.5
COCCNC(=O)C[C@H]1CC[C@@H]2[C@H](COC[C@@H](O)CN2Cc2cccc(-c3ccncc3)c2)O1 | -1.2
C[C@@H]1CN([C@H](C)CO)C(=O)c2cc(NC(=O)Nc3cccc4ccccc34)ccc2O[C@@H](C)CCCCO[C@@H]1CN(C)S(=O)(=O)c1ccc(F)cc1 | -0.3
C/C=C/c1cnc2c(c1)C(=O)N([C@H](C)CO)C[C@@H](C)[C@H](CN(C)S(=O)(=O)c1cn(C)cn1)O2 | 0.2
C[C@@H]1CN([C@@H](C)CO)C(=O)c2cccc(NC(=O)C3CCOCC3)c2O[C@H]1CN(C)C(=O)Nc1ccc2c(c1)OCO2 | 0.4

# 4 of the compounds above, with each value named:
COc1ccc(-c2ccccc2[C@H]2[C@@H](CO)N(C(=O)NC3CCCC3)[C@H]2C#N)cc1
  TcdB GH inh = 0.1
C[C@H](CO)N1C[C@H](C)[C@H](CN(C)C(=O)Nc2ccccc2)Oc2ccc(NS(=O)(=O)c3ccc(Cl)cc3)cc2C1=O
  TcdB GH inh = -0.5
CCCNC(=O)Nc1ccc2c(c1)OC[C@H](C)N(C)C[C@H](C)[C@H](OC)CN(C)C2=O
  TcdB GH inh = -0.9
COc1ccccc1CN(C)C[C@H]1OCc2cn(nn2)CCCC(=O)N([C@@H](C)CO)C[C@H]1C
  TcdB GH inh = 0.0

# Next records:
smiles | TcdB GH inh
C[C@H](CO)N1C[C@H](C)[C@H](CN(C)Cc2ccc(C(F)(F)F)cc2)OCCCC[C@H](C)Oc2ccc(NS(=O)(=O)c3cccs3)cc2C1=O | 2.3
C[C@H](CO)N1C[C@H](C)[C@@H](CN(C)C(=O)Nc2ccc(F)cc2)OCCCC[C@H](C)Oc2ccc(NC(=O)Nc3ccc(F)cc3)cc2C1=O | -0.4
C[C@@H]1CN([C@@H](C)CO)C(=O)c2cc(NC(=O)Nc3ccc(F)cc3)ccc2O[C@@H]1CN(C)Cc1ccc(C(F)(F)F)cc1 | 0.4
CCCNC(=O)N1C[C@H]2[C@@H](c3ccccc31)[C@H](CO)N2Cc1cccc(OC)c1 | -0.1
